D1 potentiator: Potentiators of Human D1 Dopamine Receptor: qHTS; D(1A) dopamine receptor (Homo sapiens), P21728; HEK293 TREx D1 cells, calcium flux, dopamine EC20 potentiation; potentiation, % at 10 µM; 0.036% of 360,000 active; in the data active = potentiation above about 30%; note: 0% is about no effect
Target sequence (P21728 whole entry, looked up): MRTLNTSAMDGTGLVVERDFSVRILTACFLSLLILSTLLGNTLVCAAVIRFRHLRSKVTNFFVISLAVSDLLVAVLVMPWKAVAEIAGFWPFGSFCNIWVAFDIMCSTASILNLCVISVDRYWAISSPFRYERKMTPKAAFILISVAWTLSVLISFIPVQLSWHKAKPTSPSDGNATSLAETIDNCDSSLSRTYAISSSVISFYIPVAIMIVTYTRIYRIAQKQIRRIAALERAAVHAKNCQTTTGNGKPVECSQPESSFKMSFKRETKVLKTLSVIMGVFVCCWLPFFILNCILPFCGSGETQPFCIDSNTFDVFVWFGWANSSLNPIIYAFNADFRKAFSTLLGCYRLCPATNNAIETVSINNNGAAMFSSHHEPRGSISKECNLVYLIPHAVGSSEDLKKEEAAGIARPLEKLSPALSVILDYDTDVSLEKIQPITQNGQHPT
D2 potentiator: HTS Assay for Positive Allosteric Modulators of the Human D2 Dopamine Receptor: Primary Screen for Potentiators. 0.34% of 340,000 active. potentiation, % at 10 µM. D(2) dopamine receptor (Homo sapiens), P14416. HEK293 T-REx D2, calcium flux, EC20 dopamine potentiation;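 active = potentiation over 3 SD above the plate norm, cut at about 30% in these data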; note: 0% is about no effect
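Potentiation of an EC20 dopamine calcium response measured kinetically over 180 s, after a preceding 180 s compound-only read flagging agonists. Cells: inducible Hek293 Trex D2 line, 4000/well, cultured overnight at 30 C before dye loading.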
D1 agonist: Allosteric Agonists of the Human D1 Dopamine Receptor: qHTS; D(1A) dopamine receptor (Homo sapiens), P21728; 1% of 360,000 active; activation, % at 2 µM; HEK293 T-REx D1 cells, calcium flux, agonist mode; in the data active = activation above about 30%; note: 0% is about no effect
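Agonism was scored from calcium flux recorded over 180 s (1 read/s) after pintool compound addition, following a 10-cycle baseline. Cells were inducible force-coupled HEK293 TREx D1, plated overnight at 30 C and loaded with no-wash calcium dye.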
RXFP1 ag: qHTS Assay for Agonists of the Relaxin Receptor RXFP1; Potency, µM (highest dose often 57.5 µM), inactives show top-dose activation, most hits filed as activators; Relaxin receptor 1 (Homo sapiens), Q9HBX9; HEK293T-RXFP1 cAMP TR-FRET, 30 min; response scale: percent of porcine relaxin response, buffer zero; 0.3% of 370,000 active; note: potency is the fitted concentration of half-maximal effect; % is set by controls: 0 for no effect and ±100 for the full control effect; nearly all actives have a fitted effect of over 60% in size; many of its hits are not listed in these tables
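cAMP rise read by TR-FRET after 30 min, 37C compound exposure (up to 58 uM) in RXFP1-transfected HEK293 cells with Ro 20174 present. EC50 from Hill-equation fits, with 29 nM porcine relaxin as 100% and buffer as basal.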
D1 antag: Antagonist of Human D 1 Dopamine Receptor: qHTS. D(1A) dopamine receptor (Homo sapiens), P21728. HEK293 TREx D1 cells, calcium flux, dopamine EC80; active compounds read low. activity change, negative = inhibition, % at 10 µM. 3.2% of 360,000 active. AID 504652, 2011; in the data active = activity change below about -30%; note: % is set by controls: 0 for no effect and ±100 for the full control effect
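Compound effects on dopamine-evoked calcium signalling were measured in tetracycline-induced HEK293 Trex D1 cells. Dopamine at EC80 followed a 180 s compound pre-read, and fluorescence was tracked kinetically for 180 s more.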
RXFP1 antag: qHTS Assay for Antagonists of the Relaxin Receptor RXFP1. Relaxin receptor 1 (Homo sapiens), Q9HBX9. HEK293-RXFP1, relaxin-stimulated cAMP HTRF, 30 min; active compounds read low. activity change, negative = inhibition, % at 57.5 µM. 0.59% of 350,000 active. AID 1259400, 2018;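 active = activity change of -60% or lower, but not beyond a set lower limit; inconclusive = change between -60% and -40%, or beyond the set limit; inactive = change above -40%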; note: % is set by controls: 0 for no effect and ±100 for the full control effect
TRHR agonist: qHTS for Small Molecule Agonists and Allosteric Enhancers of Human TRH Receptor: Primary Screen for Agonists; TRHR cells, calcium flux fluo-8, FDSS agonist mode; activation, % at 2 µM; 0.18% of 360,000 active; in the data active = activation above about 30%; note: 0% is about no effect
Target sequence (P34981 whole entry, looked up): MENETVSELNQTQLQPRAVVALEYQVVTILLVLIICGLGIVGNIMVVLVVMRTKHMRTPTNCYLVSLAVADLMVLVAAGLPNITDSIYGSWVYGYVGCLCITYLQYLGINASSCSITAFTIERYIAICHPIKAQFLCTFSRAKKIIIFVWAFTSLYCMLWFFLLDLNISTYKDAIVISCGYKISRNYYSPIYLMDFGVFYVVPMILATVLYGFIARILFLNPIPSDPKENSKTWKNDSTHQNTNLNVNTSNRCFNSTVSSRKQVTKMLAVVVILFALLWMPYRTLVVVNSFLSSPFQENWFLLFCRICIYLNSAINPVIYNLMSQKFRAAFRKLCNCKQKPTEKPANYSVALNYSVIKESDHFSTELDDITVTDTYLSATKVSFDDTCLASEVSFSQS
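Read-out: compound-evoked intracellular calcium rise in TRHR cells, fluo-8 dye, kinetic FDSS fluorescence at 1 s/cycle following a 10-cycle baseline. Cells cultured overnight before dye loading (30 min–1.5 h, RT).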
TRHR PAM: qHTS for Small Molecule Agonists and Allosteric Enhancers of Human TRH Receptor: Primary Screen for Enhancers. Thyrotropin-releasing hormone receptor (Homo sapiens), P34981. TRHR cells, fluo-8 calcium fluorescence, EC20 TRH enhancement. enhancement, % at 2 µM. 0.66% of 360,000 active. AID 493056, 2011; in the data active = enhancement above about 30%; note: 0% is about no effect
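TRHR-expressing cells loaded with fluo-8 calcium dye were read kinetically (ex 480/em 530) during compound addition, then stimulated with an EC20 of TRH (10 nM final). Enhancement of the Gq-mediated intracellular calcium response was scored.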
Apoferritin bind: qHTS Assay for Identification of Novel General Anesthetics | 0.074% of 350,000 active | apoferritin/1-aminoanthracene competitive binding, fluorescence | Ferritin light chain (Equus caballus), P02791 | Potency, µM (doses to about 77.5 µM), for inactives: at the highest dose activity change, negative = displacement, most hits filed as inhibitors; note: potency is the fitted concentration of half-maximal effect; % is set by controls: 0 for no effect and ±100 for the full control effect; nearly all actives have a fitted effect of over 20% in size
Target sequence (P02791 2-175 limits assumed): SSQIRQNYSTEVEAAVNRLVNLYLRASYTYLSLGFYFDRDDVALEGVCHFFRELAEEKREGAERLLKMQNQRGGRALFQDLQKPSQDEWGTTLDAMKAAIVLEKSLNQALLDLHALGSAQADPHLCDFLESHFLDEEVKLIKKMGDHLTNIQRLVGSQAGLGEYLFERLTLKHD
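Steps: apoferritin (10 uM) was premixed with half-saturated 1-AMA in PBS, compounds were pin-transferred, plates stood 10 min at room temperature, fluorescence was read at 380/535 nm, and curves were fitted with a Hill equation.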
An asterisk follows results filed as active; u = inconclusive; x = no result given; [ ] = another dose, or the depositor's remark. Unless noted, calls come from the whole dose curve; as a rule, active = well fitted curve in the direction sought with a large enough effect; inconclusive = small, poorly fitted or top-dose-only effect, or another doubt; inactive = no such curve, though single readings can be large; an effect the other way counts as inactive or inconclusive. A portion of the library; rates above refer to the full screens.

SMILES	D1 potentiator	D2 potentiator	D1 agonist	RXFP1 ag	D1 antag	RXFP1 antag	TRHR agonist	TRHR PAM	Apoferritin bind
CC(C)OCCCNc1nc(-c2ccccc2)nc2ccccc12	-4	-3	6	1.7%	-13	-21	-0.1	-1	-4%
O=C(NCCC1CCCCN1S(=O)(=O)c1cccs1)C(=O)Nc1ccc(F)cc1 (configuration not stated)	-6	7	7	0.2%	6	2	0.8	-2	x
Cc1cc(Br)ccc1NC(=O)c1ccc(NS(=O)(=O)c2c(C)noc2C)cc1	-1	3	0	4.2%	-5	x	-1.0	10	-19%
CCn1c(SCC(=O)OCC(=O)N2c3ccccc3NC(=O)C2(C)C)nnc1-c1ccco1	-6	-1	3	-0.7%	-8	2	-0.2	2	-12%
O=C(Nc1ccccc1[N+](=O)[O-])c1cncc(Br)c1	-4	0	2	-0.2%	2	-3	-1.5	-4	-9%
CSC(=S)N/N=C/c1ccc(N(C)C)cc1	-5	4	2	0.6%	-9	-4	0.6	2	-5%
Cc1ccc[n+](/C(C(=S)NCc2ccco2)=C(/[O-])c2ccccc2Cl)c1	0	-2	0	0.1%	-3	1	-0.6	3	-20%
CCOC(=O)C1(C(C)(C)CC)CC(CSc2nc3ccccc3[nH]2)OC1=O (configuration not stated)	-7	19	1	2.6%	-26	-16	-0.2	-2	-8%
O=C(CN1CCCCC1)Nc1ccccc1Cl	0	-8	1	-0.4%	8	2	-0.8	-5	-13%
CCOC(=O)C1=C(C)N(C)C(=S)NC1c1cc(OC)ccc1OC (configuration not stated)	-6	1	-1	2.1%	1	-7	1.6	8	-11%
Nn1c(SCC(=O)NCC2CCCO2)nnc1-c1ccc(OC(F)F)cc1 (configuration not stated)	3	2	1	-0.6%	18	0	0.4	-3	x
Cc1c(C(=O)NCCc2ccc(Cl)cc2)cccc1-n1cnc2cccnc21	-3	4	5	4.9%	2	-20	0.1	-2	-11%
Cc1cccc(NC(=O)c2ccc(S(=O)(=O)N3CCN(C)CC3)cc2)c1C	x	-5	5	-0.3%	7	-7	0.0	-6	6%
COCC(C)NC(=O)COCc1cc(-c2ccc3c(c2)OCO3)on1 (configuration not stated)	-5	-1	2	3.3%	8	2	0.9	6	-5%
COC(=O)Cc1ccc(NC(=S)NCc2ccco2)cc1	-6	3	0	-1.2%	x	3	-0.3	0	-7%
CCc1ccc(S(=O)(=O)Nc2nccs2)cc1	-5	38*	3	0.3%	1	3	-0.1	3	-6%
COc1cc(NC(=O)c2nccnc2C(=O)O)cc(OC)c1	-2	11	1	1.1%	10	x	0.1	16	-5%
CN1C[C@@H]2C[C@@H](c3cccn3-c3nccs3)N3CCC[C@@]23C1=O	-5	9	3	-1.4%	20	-14	1.2	0	-1%
COc1ccc(NC(=O)Cn2c(=O)n(Cc3nc(-c4ccccc4)no3)c(=O)c3ccccc32)cc1Cl	1	-4	6	19%	-1	-20	1.3	-6	-2%
COc1cccc(OCc2cc(C(=O)NCc3ccccn3)no2)c1	-6	-8	6	0.0%	29	-6	-0.7	-1	-24%
Cc1ccc(/C(O)=C2\C(=O)C(=O)N(CCc3c[nH]c4ccccc34)C2c2cccnc2)cc1 (configuration not stated)	-2	-3	0	28%	10	18	-0.9	-3	-8%
O=C(Cn1cnc2ccccc2c1=O)Nc1ccc(S(=O)(=O)N2CCCC2)cc1	-6	-8	2	1.7%	27	-5	0.0	-3	-22%
Cc1nn(C)c(C)c1NS(=O)(=O)c1cccc(Br)c1	-1	0	4	-0.4%	3	-1	-0.3	-4	x
COc1cc(OC)c(OC)cc1CNc1sc2c(c1C(=O)Nc1ccccc1OC)CCC2	-5	x	0	1.8%	-20	-13	0.2	-5	-6%
O=C(CN(Cc1ccccc1)S(=O)(=O)c1ccccc1)N/N=C/c1ccc2c(c1)OCO2	-6	-1	2	2.2%	-15	-21	0.1	2	-11%
Further entries follow.
SMILES	D1 potentiator	D2 potentiator	D1 agonist	RXFP1 ag	D1 antag	RXFP1 antag	TRHR agonist	TRHR PAM	Apoferritin bind
CN(C)CCCN(Cc1ccccc1)C(=S)Nc1cccc(C(F)(F)F)c1	-5	-6	23	0.2%	2	-29	1.3	-2	-5%
O=C(COC(=O)c1cc(Br)ccc1O)Nc1ccc2c(c1)OCCO2	-1	2	2	-1.2%	-9	-1	-0.1	0	x
Cc1cc(OCC(=O)c2ccc(C(F)(F)F)cc2)n2cnnc2n1	-1	-2	1	-2.3%	-9	2	-1.2	-2	-11%
CCC(=O)Nc1ccc2c(c1)N(C(C)=O)c1ccccc1CC2	-1	-1	4	-0.7%	30	-2	0.0	1	-8%
COc1ccc(NS(=O)(=O)c2ccc3c(c2)oc(=O)n3C)c(OC)c1	-2	0	7	0.2%	-3	-6	0.8	8	-7%
CN(C)c1ccc(/C=C/C(=O)c2c(O)c3ccccc3oc2=O)cc1	-4	4	156*	0.0%	-17	0	38*	9	-4%
O=C(NCCCO)/C(=C\c1cn(-c2ccccc2)nc1-c1cccnc1)NC(=O)c1ccccc1	1	0	2	8.3%	8	4	-0.1	-1	-1%
CCOC(=O)C1=C(N)Oc2cc(C)n(C)c(=O)c2C1c1ccncc1 (configuration not stated)	1	-6	5	2.4%	-9	-6	0.3	8	-13%
CCOC(=O)CN1C(=O)/C(=C/c2ccccc2Br)Oc2ccccc21	-5	x	5	1.0%	-24	0	1.3	6	90%[activator]
COc1cc(-c2noc(-c3ccc(N(C)C)c([N+](=O)[O-])c3)n2)cc(OC)c1OC	-4	-15	12	-3.8%	-24	x	0.6	-7	-9%
O=C(Cc1cccs1)NCc1cn2ccccc2n1	-1	-5	4	2.0%	8	3	0.3	13	3%
CCOc1ccccc1NC(=O)Cn1c(=O)ccc2cc(S(=O)(=O)N3CCC(C)CC3)ccc21	-3	-5	0	-0.2%	10	-3	0.3	-10	-4%
COCCNC(=O)COC(=O)CSCc1nc2ccccc2s1	-4	-5	0	1.6%	-5	23	0.1	0	-11%
CCC(C)C(=O)Nc1nccs1 (configuration not stated)	-4	9	0	-2.0%	-11	-2	-0.4	-5	-5%
O=C(NC(Cc1ccccc1)C(=O)O)NC12CC3CC(CC(C3)C1)C2 (configuration not stated)	-2	0	3	2.1%	2	-2	0.3	-5	-6%
COc1ccc(OC)c(S(=O)(=O)N2CCC(C(=O)Nc3cccc(C)c3C)CC2)c1	-6	x	2	4.0%	0	20	-1.3	-2	-22%
CN1C(=O)/C(=C\c2cccc(OCc3ccccc3)c2)SC1=S	-3	2	1	-0.2%	-34*	-6	0.5	4	-7%
CN(C)CCCNC(=O)c1cc(C(=O)c2c(Cl)cccc2Cl)c[nH]1	6	x	2	0.0%	-10	1	0.3	-5	5%
O=C1c2ccc(-c3ccc4c(c3)C(=O)N(CCO)C4=O)cc2C(=O)N1CCO	-10	16	3	9.3%	-7	3	1.0	0	-1%
Cc1ccc(C)n1-c1nnc(N2CCCC(C(=O)Nc3ccccc3Br)C2)s1 (configuration not stated)	-1	6	0	2.8%	2	-10	-1.9	0	u
O=[N+]([O-])c1ccccc1OCc1nc(-c2cccs2)no1	-5	-9	7	0.1%	-8	-5	0.0	6	u
COc1ccc(OC)c(-n2c(SCC(C)=O)nnc2-c2cccc(S(=O)(=O)N(C)C)c2)c1	-6	-8	1	0.2%	-9	-1	0.1	-14	-19%
CCc1nc(SCC(=O)NCC2CCCO2)c2oc3ccccc3c2n1 (configuration not stated)	1	3	0	10%	-13	8	-0.1	-10	-11%
CCn1c(=O)c2cc(C(=O)NCCc3ccc(Cl)cc3)sc2c2ccccc21	-5	10	3	7.2%	4	x	0.4	-3	-8%
Cn1ncc2c(NCc3cccc(C(F)(F)F)c3)c(C(=O)O)cnc21	-4	0	2	9.9%	-2	x	-0.4	6	1%
The list goes on:
SMILES	D1 potentiator	D2 potentiator	D1 agonist	RXFP1 ag	D1 antag	RXFP1 antag	TRHR agonist	TRHR PAM	Apoferritin bind
C/C(=N/N1CCN(c2ccccn2)CC1)c1ccc([N+](=O)[O-])cc1	-2	-4	2	1.6%	2	-6	-0.5	2	-18%
O=C(CC1C(=O)NCCN1Cc1ccc(Cl)c(F)c1)NC1CCC1 (configuration not stated)	-2	13	1	3.7%	3	-13	0.0	-2	-18%
Cc1ccc(CNC(=O)C2CCCN(S(=O)(=O)c3c(C)[nH]c(=O)[nH]c3=O)C2)cc1 (configuration not stated)	1	6	3	-1.0%	11	4	0.2	0	11%
CCc1c(C)sc2c1CCN(Cc1cccc(F)c1)C2c1ccccc1 (configuration not stated)	-1	-4	2	4.6%	-7	-2	0.2	-7	-4%
CC1(OC(=O)C2CCCC2)C(=O)C=C2C=C(c3ccsc3)N(CCN3CCOCC3)C=C2C1=O (configuration not stated)	-1	-3	0	0.0%	12	x	0.0	-5	3%
O=C(NC(=S)NNC(=O)[C@H]1C[C@@H]1c1ccccc1)c1cccc(F)c1	3	-4	30	0.7%	-11	-1	3.5	-2	-2%
